Source: PubChem BioAssay (Broad Institute)
Pf Dd2 inh: P. falciparum Dd2 growth inhibitors, primary screen, SYBR Green fluorescence, single dose replicates; 94,000 tested, 2.3% active; 72 h; stronger effect = lower value; activity change, % at 10 µM; in the data active = activity change below about -80%; inconclusive = no clear call, values can overlap the other calls
C diff growth: C. difficile growth inhibitors, primary screen, HTS; growth activity, negative = inhibition, % at 16 µg/mL (by protocol); 86,000 tested, 0.25% active; Clostridium difficile clinical isolate growth, OD600, 24 h; stronger effect = lower value;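 active = mean growth activity at or below -80% and every replicate also at or below -80%; inconclusive = mean at or below -80% but some replicate above -80%; inactive = mean growth activity above -80%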;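 note: 0% = DMSO wells and -100% = levofloxacin 16 µg/mL wells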
KDM4C inh: inhibitors of GASC-1 (KDM4C) histone demethylase, primary screen, biochemical, single concentration HTS; Lysine-specific demethylase 4C (Homo sapiens), Q9H3R0; GST-KDM4C 2-372, H3K9me3 peptide, LANCE TR-FRET; inhibition, % at 12.5 µM; 96,000 tested, 0.15% active;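 active = mean replicate inhibition above about 25%, with at least 55% of replicates also reaching it, limit read from the data, passing the limit was not always enough; inconclusive = only one of those two conditions met; inactive = neither condition met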
Target sequence (Q9H3R0 2-372 limits assumed): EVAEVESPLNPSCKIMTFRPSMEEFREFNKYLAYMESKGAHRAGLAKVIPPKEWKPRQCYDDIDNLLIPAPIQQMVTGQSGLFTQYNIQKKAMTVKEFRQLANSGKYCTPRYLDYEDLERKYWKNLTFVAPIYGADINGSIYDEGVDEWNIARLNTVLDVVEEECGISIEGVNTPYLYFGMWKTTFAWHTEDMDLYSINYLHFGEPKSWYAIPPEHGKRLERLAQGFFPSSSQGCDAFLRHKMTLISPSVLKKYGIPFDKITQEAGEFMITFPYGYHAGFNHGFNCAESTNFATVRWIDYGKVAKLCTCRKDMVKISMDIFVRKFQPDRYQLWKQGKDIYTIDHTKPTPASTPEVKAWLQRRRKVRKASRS
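material = GST-tagged GASC-1 (JMJD2C) catalytic fragment, aa 2-372 | amount = enzyme final amount 10 nM | medium = HEPES buffer, pH 7.5, plus ascorbate | also added = H3K9me3 peptide substrate, Fe(II), 2-oxoglutarate | dosing = single dose | times = 30 min demethylation and 1 h detection at room temperature | detection = LANCE TR-FRET | read-out basis = Fall in 671/618 emission ratio as inhibition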
T cruzi growth: T. cruzi intracellular proliferation inhibitors, primary screen, cell-based, beta-gal Tulahuen parasites, NIH3T3 host, luminescence; T. cruzi beta-gal in NIH3T3, GalScreen luminescence, 90 h; 77,000 tested, 5.9% active; inhibition, % at 8.34 µM;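 active = mean inhibition above about 93%, with at least 55% of replicates each passing it, limit read from the data, passing the limit was not always enough; inconclusive = only one of those two conditions holds; inactive = neither condition holds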
An asterisk follows results filed as active; ? = inconclusive; . = not tested or not shown; & = joins results of further samples. An unsorted share of the library; about 7% have a hit in one of these screens.

SMILES	Pf Dd2 inh	C diff growth	KDM4C inh	T cruzi growth
Cc1ccc(S(=O)(=O)Nc2ccc3c(c2)C(=O)N(C)[C@@H]2CC[C@@H](CC(=O)NCCc4ccncc4)O[C@H]2CO3)cc1	-0.9	14.8	-0.9	-37.3
O=C(C[C@@H]1CC[C@@H](NC(=O)c2ccncc2)[C@@H](CO)O1)NCC1CC1	.	3.0	-1.7	.
O=C(Nc1ccc(F)cc1)N1CC(=O)N2[C@H](CO)[C@H](c3ccc(-c4ccccc4)cc3)[C@H]2C1	9.5	-18.7	-0.4	.
C[C@H](CO)N1C[C@H](C)[C@@H](CN(C)Cc2ccccc2)OCCCC[C@H](C)Oc2ccc(NS(=O)(=O)c3ccccc3)cc2C1=O	24.3	.	0.6	21.0
COCC(=O)Nc1ccc2c(c1)[C@@H]1C[C@@H](CC(=O)O)O[C@H](CO)[C@@H]1O2	49.6	5.7	4.9	.
O=C(C[C@H]1CC[C@@H](NC(=O)c2ccccc2)[C@@H](CO)O1)NCc1ccncn1	-4.7	4.2	0.7	12.0
CN(C)Cc1cn(CC[C@@H]2CC[C@@H](NC(=O)Nc3ccc4c(c3)OCO4)[C@@H](CO)O2)nn1	19.5	.	1.9	3.1
O=C(C[C@H]1C=C[C@H](NC(=O)C2CCC2)[C@H](CO)O1)NC1CCCCC1	.	-2.5	-0.6	.
O=C(C[C@H]1CC[C@@H]2NC[C@H](O)COC[C@H]2O1)Nc1ccccc1	3.3	.	0.9	14.7
COc1ccc2c3c(n(C)c2c1)[C@H](CO)NCC31CN(CC2CC2)C1	8.6	3.8	1.1	.
COc1ccc(NC(=O)Nc2ccc3c(c2)C(=O)N([C@H](C)CO)C[C@H](C)[C@@H](CN(C)Cc2ccc4c(c2)OCO4)OCCCC[C@H](C)O3)cc1	-62.0	16.8	0.2	?
O=C(N[C@@H]1CC[C@@H](CC(=O)N2CCCCC2)O[C@H]1CO)c1ccc2c(c1)OCO2	5.7	-1.5	0.0	-49.5
C[C@@H]1CN([C@H](C)CO)C(=O)c2cc(-c3cccc(C(=O)N(C)C)c3)cnc2O[C@H]1CN(C)S(=O)(=O)c1cccc(F)c1	-28.4	-1.2	3.0	-25.7
CO[C@H]1CN(C)C(=O)c2cc(NS(C)(=O)=O)ccc2OC[C@@H](C)N(C(=O)C2CCC2)C[C@@H]1C	21.5	.	0.9	11.9
C[C@@H]1CN([C@H](C)CO)C(=O)Cc2cc(NS(=O)(=O)c3cccs3)ccc2O[C@@H]1CN(C)C(=O)Nc1ccc(C(F)(F)F)cc1	16.6	-6.4	-1.0	14.5
C[C@H](O)C#Cc1cnc2c(c1)C(=O)N([C@@H](C)CO)C[C@H](C)[C@H](CN(C)C(=O)CN1CCOCC1)O2	28.2	-3.3	-1.1	.
O=C(NC[C@H]1CC[C@H]2[C@H](CN2C(=O)NC2CCCC2)O1)c1ccc2c(c1)OCO2	8.9	-3.4	.	.
C[C@@H]1CN([C@@H](C)CO)C(=O)c2cc(NC(=O)Nc3ccc(C(F)(F)F)cc3)ccc2O[C@@H]1CN(C)S(=O)(=O)c1ccccc1	19.1	.	1.0	59.5
CCC(=O)N1[C@@H]2c3ccc(-c4ccccc4)c(=O)n3C[C@@H]2[C@@H](CO)[C@@H]1C(=O)N(C)C	7.2	1.7	-0.7	23.0
CCC(=O)N1[C@@H](CO)[C@@H]2c3ccccc3N(C(=O)c3ccc4c(c3)OCO4)C[C@@H]21	8.9	1.7	1.5	-6.8
CNC[C@H]1OCCCC[C@H](C)Oc2ccc(N)cc2C(=O)N([C@H](C)CO)C[C@@H]1C	21.9	4.3	-0.6	-15.3
CO[C@@H]1CC[C@@H]2CCOc3ccc(C#N)cc3C(=O)N(C)C[C@H](c3ccccc3)CC(=O)N(C)C[C@H]1O2	.	-8.0	-0.2	5.1
COc1cccc(S(=O)(=O)Nc2ccc3c(c2)C(=O)N(C)[C@@H]2CC[C@H](CC(=O)NCC4CCCCC4)O[C@@H]2CO3)c1	5.6	26.4	-0.4	42.5
COc1cccc(CNC(=O)C[C@H]2C=C[C@@H](NC(=O)C3CCOCC3)[C@@H](CO)O2)c1	-3.1	7.0	-0.8	12.0
C[C@@H]1CN([C@@H](C)CO)S(=O)(=O)c2ccc(C#Cc3ccc(F)cc3)cc2O[C@H]1CN(C)S(C)(=O)=O	-67.9	-4.2	-1.3	112.5*
O=C(C[C@@H]1CC[C@H](NC(=O)Nc2cc(F)ccc2F)[C@H](CO)O1)Nc1ccc(-c2ccccc2)cc1	51.6	2.6	1.2	.
C[C@@H]1CN([C@H](C)CO)S(=O)(=O)c2ccc(C3=CCCC3)cc2O[C@H]1CN(C)S(=O)(=O)c1ccc(F)cc1	-41.2	6.0	-0.2	116.1*
C[C@@H]1CN([C@H](C)CO)C(=O)c2cc(NS(C)(=O)=O)ccc2O[C@@H]1CN(C)Cc1ccc(Oc2ccccc2)cc1	-3.3	-4.9	0.7	47.5
O=C(N[C@@H]1CC[C@@H](CCNS(=O)(=O)c2ccc(F)cc2)O[C@@H]1CO)C1CCOCC1	6.9	.	0.1	54.2
CC(C)NC(=O)N1CCCCN2[C@H](C1)[C@H](c1ccc(Br)cc1)[C@@H]2CO	10.5	0.5	1.6	16.4
COc1cccc(NC(=O)Nc2ccc3c(c2)C(=O)N(C)C[C@H](OC)[C@@H](C)CN(C)[C@@H](C)CO3)c1	-14.8	1.4	0.2	-31.2
CO[C@@H]1CN(C)C(=O)c2ccc(NC(=O)c3ccccc3)cc2OC[C@@H](C)N(CC2CC2)C[C@H]1C	-54.7	.	0.2	-2.0
COC(=O)C[C@@H]1CC[C@H]2[C@H](COc3ccc(NC(=O)c4ccccc4)cc3C(=O)N2C)O1	-0.1	6.0	2.7	33.9
CCCC#Cc1cnc2c(c1)C(=O)N([C@H](C)CO)C[C@@H](C)[C@H](CN(C)S(=O)(=O)c1ccccc1)O2	-53.0	-5.3	-1.3	78.0
COc1cccc(-c2ccc(C3[C@@H]4CN(C(=O)C5CCCCC5)C[C@H]3N4)cc2)c1 (stereo partly specified)	-9.1&-62.4	-4.9&43.9	-2.6&-5.1	.
CO[C@H]1CN(C)C(=O)c2cc(NC(=O)Nc3cc(F)ccc3F)ccc2OC[C@H](C)N(C)C[C@H]1C	-21.0	.	0.7	2.4
CO[C@@H]1CN(C)C(=O)c2ccc(NS(=O)(=O)c3cn(C)cn3)cc2OC[C@H](C)N(Cc2cccc(F)c2)C[C@H]1C	-0.9	3.4	0.4	-42.1
C[C@@H]1CN([C@@H](C)CO)C(=O)c2cc(NC(=O)CCN3CCOCC3)ccc2O[C@H]1CN(C)C(=O)Nc1ccccc1	9.4	8.8&-4.0	0.9	.
COc1ccc(NC(=O)Nc2ccc3c(c2)C(=O)N([C@H](C)CO)C[C@H](C)[C@H](CN(C)Cc2ccc(Cl)c(Cl)c2)OCCCC[C@@H](C)O3)cc1	-44.4	-0.8	-1.7	120.9*
C[C@H]1CCCCO[C@H](CN(C)S(=O)(=O)c2ccc(F)cc2)[C@@H](C)CN([C@@H](C)CO)C(=O)c2cc(NC(=O)Nc3ccc(C(F)(F)F)cc3)ccc2O1	-59.0	.	0.9	85.8
CO[C@H]1CN(C)C(=O)c2cc(NC(=O)c3ccc4c(c3)OCO4)ccc2OC[C@@H](C)NC[C@@H]1C	6.2	1.1	0.8	8.8
CCCC(=O)N1CC2(C1)CN(C(=O)C1CCOCC1)[C@H](CO)c1[nH]c3cc(OC)ccc3c12	23.2	2.5	-0.2	.
C[C@@H]1CN([C@@H](C)CO)C(=O)c2cc(C#CC3(O)CCCC3)cnc2O[C@@H]1CN(C)C(=O)Nc1ccc2c(c1)OCO2	-1.9	-0.8	0.7	.
C[C@@H]1CN([C@H](C)CO)C(=O)c2ccccc2-c2ccccc2CO[C@@H]1CN(C)S(=O)(=O)c1ccc(F)cc1	70.3	.	-0.6	-24.2
C[C@@H]1CN([C@@H](C)CO)C(=O)c2cc(NC(=O)CCN3CCOCC3)ccc2O[C@@H]1CN(C)Cc1ccc(Cl)c(Cl)c1	-0.1	2.8	1.5	-33.9
COc1ccc(CN(C)C[C@H]2Oc3c(NC(=O)C4CCCCC4)cccc3C(=O)N([C@@H](C)CO)C[C@H]2C)cc1	-24.9	0.9	-0.5	66.0
COc1ccc(C(=O)Nc2ccc3c(c2)OC[C@@H](C)N(Cc2cocn2)C[C@H](C)[C@H](OC)CN(C)C3=O)cc1	-48.9	-0.9	0.3	36.6
N#Cc1ccc(-c2ccc([C@H]3[C@@H](CO)N4CCCCN(C(=O)Nc5ccc(F)cc5)C[C@@H]34)cc2)cc1	-6.9	6.0	-1.1	99.5*
C[C@@H]1CN([C@@H](C)CO)C(=O)c2cccc(NS(=O)(=O)c3cccs3)c2O[C@@H]1CN(C)S(=O)(=O)c1cn(C)cn1	-2.0	.	2.5	101.0
CCCNC(=O)[C@H]1[C@H](CO)[C@H]2Cn3c(cccc3=O)[C@@H]1N2C(=O)Nc1cc(F)ccc1F	10.0	-4.9	0.0	100.9*

Additional compounds.
SMILES	Pf Dd2 inh	C diff growth	KDM4C inh	T cruzi growth
CC=Cc1ccc2n(c1=O)C[C@H]1[C@H](CO)[C@@H](C(=O)NCCC)[C@@H]2N1C(=O)c1ccccc1F (mixture of isomers)	-5.0	-1.4	0.6	50.7
O=C(Cc1cccnc1)N1CC(=O)N2[C@H](CO)[C@@H](c3ccc(C#CC4CCCCC4)cc3)[C@H]2C1	-15.3	-22.3	13.0	.
O=C(C[C@@H]1C=C[C@@H](NC(=O)NC2CCCCC2)[C@H](CO)O1)NCc1ccc(F)cc1	4.5	4.3	0.1	.
C[C@H]1CN([C@@H](C)CO)C(=O)c2cccc(NC(=O)c3ccc(-c4nccs4)cc3)c2O[C@@H]1CN(C)C(=O)Nc1ccc(F)cc1	-32.3	21.5	-0.8	-13.7
CC(C)CC#Cc1ccc2c(c1)O[C@@H](CN(C)C(=O)c1ccccc1F)[C@@H](C)CN([C@@H](C)CO)S2(=O)=O	-69.7	12.2	-1.7	?
C[C@@H]1CN([C@H](C)CO)C(=O)c2cc(C#CCN(C)C)cnc2O[C@@H]1CN(C)Cc1cccc(C(=O)O)c1	46.5	2.3	6.7	-117.3
C[C@H](CO)N1C[C@H](C)[C@H](CN(C)C(=O)c2ccncc2)OCc2cn(nn2)CCCC1=O	-2.5	-6.1	0.3	-53.7
O=C(Nc1ccc2c(c1)[C@H]1C[C@@H](CC(=O)N3CCCCC3)O[C@H](CO)[C@H]1O2)NC1CCCCC1	-2.5	-3.2	3.9	.
C[C@H](CO)N1C[C@H](C)[C@@H](CN(C)C(=O)c2ccccc2F)Oc2ncc(Br)cc2C1=O	32.0	0.1	-0.3	3.0
O=C(CN1CCOCC1)N[C@H]1CC[C@H](CCNS(=O)(=O)c2ccccc2F)O[C@@H]1CO	26.3	.	-1.7	-21.7

Only Pf Dd2 inh, C diff growth and KDM4C inh, for three of the compounds above:
Compound	Pf Dd2 inh	C diff growth	KDM4C inh
C[C@H](CO)N1C[C@H](C)[C@H](CN(C)C(=O)c2ccncc2)OCc2cn(nn2)CCCC1=O	-2.5	-6.1	0.3
O=C(Nc1ccc2c(c1)[C@H]1C[C@@H](CC(=O)N3CCCCC3)O[C@H](CO)[C@H]1O2)NC1CCCCC1	-2.5	-3.2	3.9
C[C@H](CO)N1C[C@H](C)[C@@H](CN(C)C(=O)c2ccccc2F)Oc2ncc(Br)cc2C1=O	32.0	0.1	-0.3

The list goes on.
SMILES	Pf Dd2 inh	C diff growth	KDM4C inh	T cruzi growth
CN(C)c1ccc2c(c1)[C@H]1C[C@@H](CC(=O)NCc3ccc(Oc4ccccc4)cc3)O[C@@H](CO)[C@H]1O2	-44.1	-3.4	2.7	108.4*
O=C(C1CC1)N1CC2(C1)[C@H](c1ccccc1)[C@H](CO)N2Cc1cncnc1	-18.8	-4.6	1.2	.
CN(C)Cc1cn(CC[C@H]2CC[C@@H](NS(=O)(=O)c3ccc(-c4ccccc4)cc3)[C@H](CO)O2)nn1	-0.8	.	0.6	-346.9
COc1ccc(S(=O)(=O)N(C)C[C@@H]2OCCCC[C@H](C)Oc3ccc(NC(=O)Nc4ccc(F)cc4)cc3C(=O)N([C@@H](C)CO)C[C@H]2C)cc1	-67.2	3.9	-1.5	64.0
C[C@H](CO)N1C[C@H](C)[C@H](CN(C)Cc2ccc(-c3ccccc3)cc2)Oc2ccc(NS(=O)(=O)c3ccc(Cl)cc3)cc2CC1=O	-7.4	.	5.6	45.1
Cc1cc(C(=O)Nc2cccc3c2O[C@@H](CN(C)CC2CC2)[C@H](C)CN([C@H](C)CO)C3=O)n(C)n1	-1.9	-5.7	-1.9	-0.4
CC(C)C#Cc1cnc2c(c1)C(=O)N([C@H](C)CO)C[C@@H](C)[C@@H](CN(C)C(=O)c1cnccn1)O2	19.7	4.3	-1.0	49.2
